OX1R antag-1: OX1R (HCRTR1) antagonists, primary screen, fluorescence, CHO/OX1R cells, Fluo-8 calcium, orexin A; 0.43% of 330,000 active; AID 434989, 2010; inhibition, % at 5 µM; Fluo-8 calcium fluorescence;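 active = inhibition above its plate's threshold, mean inhibition of all tested compounds on the plate plus 3 SD, cut at about 37% in these data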;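 also: 0% = orexin A challenge wells and 100% = SB-334867-A antagonist wells; not every result past the cut was called active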
Target sequence (O43613 whole entry, looked up): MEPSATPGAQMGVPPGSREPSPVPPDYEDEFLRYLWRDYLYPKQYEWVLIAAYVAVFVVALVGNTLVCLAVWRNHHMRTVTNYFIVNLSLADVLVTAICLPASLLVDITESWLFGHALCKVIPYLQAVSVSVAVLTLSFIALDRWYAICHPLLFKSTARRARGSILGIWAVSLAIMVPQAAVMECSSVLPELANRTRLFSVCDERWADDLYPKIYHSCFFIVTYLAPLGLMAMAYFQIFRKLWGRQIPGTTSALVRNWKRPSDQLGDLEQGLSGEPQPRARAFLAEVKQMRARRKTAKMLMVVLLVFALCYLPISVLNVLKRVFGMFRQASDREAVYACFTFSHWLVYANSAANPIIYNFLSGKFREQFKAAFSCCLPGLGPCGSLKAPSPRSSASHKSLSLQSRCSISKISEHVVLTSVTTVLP
OX1R antag-2: antagonists of human orexin 1 receptor (OX1R); OX1R-expressing cells, FRET antagonist read-out; inhibition, % at 6.6 µM; 1.8% of 330,000 active; AID 485270, 2010; in the data active = inhibition mostly above about 38%, no sharp cut-off; inactive = mostly below about 40%;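 also: 0% = agonist challenge alone and 100% = reference antagonist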
* = called active by the depositor.

OX1R antag-1,OX1R antag-2,SMILES
4,7,CC(=O)Nc1ccc(-c2cc(-c3ccc(NC(C)=O)cc3)nc(-c3ccc(NC(C)=O)cc3)n2)cc1
-13,7,C#CCOCCOCCOCCNc1nc(N2CCN(C(=O)[C@H]([C@@H](C)CC)n3cc(CCCN=C(N)N)nn3)CC2)nc(N2CCN(C(=O)[C@H](C)n3cc(CCCN=C(N)N)nn3)CC2)n1
-17,33,Cc1noc(C)c1COc1cccc(C(=O)NCCc2c[nH]c3ccccc23)c1
-8,2,O=C(NCCc1ccc(S(=O)(=O)N2CCCC2)cc1)c1cccs1
8,14,CC(=O)N1CCN(c2ccc(NC(=O)c3ccc(Cl)cc3)cc2)CC1
17,27,CCCCOC(=O)Oc1ccc2c(=O)c(Oc3cccc(C)c3)coc2c1
-21,38,Cc1cc(C)cc(NC(=O)CN(C)S(=O)(=O)c2cccc3nsnc23)c1
-10,11,O=[N+]([O-])c1cc(/C=N/Nc2nc(N3CCOCC3)nc(N3CCOCC3)n2)ccc1Cl
-14,9,Cc1cc(C)nc(NNC2=CC(=[N+]3CCCCC3)CC(C)(C)C2)n1
-14,3,CCc1ccc(CN2CCSCC2)cc1
-3,10,COCCNC(=O)Cn1cc(/C=C(\C#N)C(=O)NC2CC2)c2ccccc21
-8,20,O=C(CNC(=O)c1ccncc1)N/N=C/c1ccccc1[N+](=O)[O-]
3,7,Cn1c(SCc2ccc(Cl)cc2Cl)nc(C(F)(F)F)cc1=O
-18,35,O=C(Nc1ccc2oc(-c3ccccc3F)nc2c1)c1cncc(Br)c1
-4,9,O=C(CNC(=O)N1CC(=O)Nc2ccccc21)NCc1ccc(Cl)cc1
0,2,COc1ccc(/C(O)=C2/C(=O)C(=O)N(CCCC(=O)O)C2c2ccc(OC)cc2)cc1 (centres undefined)
-9,15,CS(=O)(=O)N(CC(=O)N1CCCCC1)C1CCCCC1
-35,14,COc1ccc(/C=N/NC(=O)c2sc(C)nc2C)cc1
-9,37,O=C(c1ccc(Cn2c(=S)[nH]c3ccc(N4CCOCC4)cc3c2=O)cc1)N1CCC(N2CCCCC2)CC1
-16,1,COc1cccc(/C=N/n2c(-c3cc(C)[nH]n3)n[nH]c2=S)c1
-4,65,Cc1cc(C)nc(NC(=O)c2ccc(C)c([N+](=O)[O-])c2)n1
-12,4,CN1C(=O)Cc2cc(S(=O)(=O)NCCc3ccccc3)ccc21
-24,16,O=C(CSc1nc2ccccc2c(=O)n1Cc1ccco1)N1CCCCCC1
-20,17,COc1ccc(N2CCN(C(=O)CCS(=O)(=O)c3ccc(C)cc3)CC2)cc1
-8,17,CC(C)Nc1ccc(-n2nc3ccccc3[n+]2[O-])cc1

Compound profiles, from the list above. Order of values: OX1R antag-1	OX1R antag-2
Entry for Cc1cc(C)nc(NNC2=CC(=[N+]3CCCCC3)CC(C)(C)C2)n1 = -14	9
Entry for CCCCOC(=O)Oc1ccc2c(=O)c(Oc3cccc(C)c3)coc2c1 = 17	27
Entry for O=C(NCCc1ccc(S(=O)(=O)N2CCCC2)cc1)c1cccs1 = -8	2
Entry for CN1C(=O)Cc2cc(S(=O)(=O)NCCc3ccccc3)ccc21 = -12	4
Entry for CS(=O)(=O)N(CC(=O)N1CCCCC1)C1CCCCC1 = -9	15

Following part.
OX1R antag-1,OX1R antag-2,SMILES
-12,21,CC(=O)[C@@H]1[C@@H](C)N(Cc2ccccc2)C(=O)N[C@H]1c1ccccc1
20,10,CC(=O)Nc1cccc(Oc2ncnc3scc(-c4ccc(C(C)C)cc4)c23)c1
-7,4,CC1(C)CC(=O)C(=Cc2cn(CCC#N)nc2-c2ccc(Cl)cc2)C(=O)C1
-12,21,CCc1nnc(NC(=O)CCC(=O)NC2CCCCC2)s1
-23,23,CN(C)c1ccc(N=Nc2ccccc2C(=O)OCC(=O)NCC2CCCCC2)cc1
-14,0,COC(=O)C1=C[C@@H](C(=O)OC)C2C3=C(C(=O)C24CCCCC4)[C@H](C)n2c(=O)n(C)c(=O)n2[C@@H]3C1 (some centres undefined)
-17,20,NC(=O)C1CCN(CCC(=O)Nc2cccc(Cl)c2)CC1
-5,4,CCOC(=O)C1CSC2(CCC(c3ccccc3)CC2)N1 (centres undefined)
1,12,CCOC(=O)C1CCN(C(=O)CCc2ccccc2)CC1
-29,16,Cc1ccc(NC(=O)CN(C)S(=O)(=O)c2ccc(Br)s2)cc1F
-19,12,COc1ccc2sc(-c3ccc(S(C)(=O)=O)cc3)c(-c3ccc(SC)cc3)c2c1
-3,8,CCCCN(CC)CCCNC(=O)c1cc2c(=O)n(CC)c3ccccc3c2s1
1,-3,CN(C)C(CNC(=O)c1ccccc1C(F)(F)F)c1ccco1 (centres undefined)
-36,23,CC(C)(C)NC(=O)C(c1ccccn1)N(C(=O)c1ccc2c(c1)OCCO2)C1CCCC1 (centres undefined)
-3,20,CCC(C)c1ccc(NC(=O)Nc2cccnc2)cc1 (centres undefined)
-23,3,Cc1cc(OCC(=O)NCc2cccnc2)c2c(C)cc(=O)oc2c1
-37,19,Cc1ccc(CS(=O)(=O)c2ccc(C(=O)N3CCCCC3)cc2[N+](=O)[O-])cc1
-2,53,O=C(Nc1cccc(Cl)c1)Nc1ccccc1NS(=O)(=O)c1cccs1
-13,5,O=S(=O)(Nc1ccc2c(c1)OCO2)c1ccc(F)c(F)c1
2,10,CN1C(=O)CC(N2CCN(c3ccccn3)CC2)C1=O (centres undefined)
-38,14,COc1ccc(CNCC(O)(c2ccccc2)c2ccc(F)cc2)cc1OC (centres undefined)
-7,20,CCOC(=O)C1(Cc2cccc(OC)c2)CCCN(C(=O)c2cc(CC(C)C)[nH]n2)C1 (centres undefined)
-14,10,O=C(C1CCN(S(=O)(=O)c2ccc(Cl)cc2)CC1)N1CCCCCCC1
-3,4,O=C(c1ccc(-n2nc(C(F)(F)F)c3c2CCCC3)cc1)N1CCOCC1
-10,18,CCCCNc1nc(CC)c2c(c1C#N)CCCC2

New compounds follow:
OX1R antag-1,OX1R antag-2,SMILES
-23,-1,CCCCOC(=O)C1=C(C)NC(=O)NC1c1cc2c(cc1Br)OCO2 (centres undefined)
-31,14,Cc1c(C(=O)NCc2ccc(F)cc2)c(-c2ccccc2)nn1-c1ccccc1
-13,21,CC1CCCCC1NC(=S)NC(=O)c1cccs1 (centres undefined)
-6,6,NC(=O)/C=C/C(=O)Nc1ccc(Cl)cc1
-40,17,Cc1nn2c(NCCCN3CCOCC3)c3c(nc2c1-c1ccccc1)CCC3
-3,3,CC(=O)OCCC(C)C
-14,11,CCN(C(=O)CN1C(=O)/C(=C/c2ccccc2)SC1=S)C1CCS(=O)(=O)C1 (centres undefined)
-15,-3,Cc1ccc(S(N)(=O)=O)cc1NC(=O)C1CC2CCC1C2 (centres undefined)
-15,6,Cn1c(CNC(=O)c2ccccc2F)nnc1SCc1ccc(F)cc1
13,12,O=C(Oc1ccc(=O)n(-c2ccccc2)n1)c1ccc(F)cc1
-4,24,CC(C)C(NC(=O)c1ccccc1)C(=O)NC1CCCc2ccccc21 (centres undefined)
-3,1,O=C(COC(=O)c1cc(S(=O)(=O)N2CCOCC2)ccc1Cl)NC1CC1
-12,2,Cc1cc(C)c(NC(=O)CNC(=O)c2ccccc2SCC(=O)N2CCCC2)c(C)c1
-22,13,CCOC(=O)c1c(S(=O)(=O)NCC(=O)Nc2cc(C)ccc2C)c(C)n(C)c1C
-14,15,O=S(=O)(NC1CCCCCC1)c1cccc2cccnc12
-32,20,N#Cc1c2c(c(NCc3ccco3)n3c1nc1ccccc13)CCC2
-24,11,CCOC(=O)c1c(NC(=O)C(F)(OC)C(F)(F)F)sc(C(=O)N2CCCCC2)c1C (centres undefined)
1,5,Oc1ccc(Cl)cc1N=Nc1ccccc1
-36,30,Cc1ccc(C2CC(c3cccs3)=NN2C(=O)CSc2nc(=O)n3cc(C)ccc3n2)cc1 (centres undefined)
5,7,CCOC(=O)CN1CC23C=CC(O2)C(C(=O)NC2CCCCCC2)C3C1=O (centres undefined)
-15,8,Cc1cc(C)n(-c2nc(NCC(C)O)c3c4c(sc3n2)COC(C)(C)C4)n1 (centres undefined)
-10,25,O=C(/C=C/c1cccs1)Nc1ccc(N2CCOCC2)c(S(=O)(=O)Nc2ccccc2Cl)c1
-3,10,N#CCCN(CCC#N)C(=S)NC1CC2C=CC1C2 (centres undefined)
2,3,COC(=O)c1scc(S(C)(=O)=O)c1-n1cccc1
-10,31,Cc1ccc2c(c1)-c1c(cnn1CC(=O)O)CO2

Other records follow:
OX1R antag-1,OX1R antag-2,SMILES
-36,33,COc1ccc(C2CC(c3cccs3)=NN2C(=O)CSc2nncs2)cc1OC (centres undefined)
-13,8,Cc1ccc(OCC(=O)Oc2ccccc2[N+](=O)[O-])cc1
-14,14,O=C(NCC1CCCO1)c1ccc(Oc2ccc([N+](=O)[O-])cc2)cc1 (centres undefined)
-18,7,Cc1cc(=O)[nH]c(SCC(=O)N2CCC(Cc3ccccc3)CC2)n1
-35,17,O=C(/C=C/c1cccc(Br)c1)N1CCN(c2ccccn2)CC1
-10,6,Cc1ccccc1/C=N/n1c(-c2ccccn2)n[nH]c1=S
-38,21,CCCCC(CC)CNC(=O)C(Cc1ccccc1)NS(=O)(=O)c1ccc2c(c1)CCC(=O)N2 (centres undefined)
2,14,O=C(c1ccc(NS(=O)(=O)c2ccc(F)cc2)cc1)N1CCCCC1
-11,14,COc1ccc(C(=O)COC(=O)CCn2nnc(-c3cccc(O)c3OC)n2)cc1
-19,13,COc1cc(-c2noc(CCC(=O)NC3CCCCC3)n2)cc(OC)c1OC
-25,12,O=C(NCc1ccccc1)c1cnc(Cl)c(Cl)c1
-36,25,Cc1ccc(-n2cc(CNC(C)Cn3cncn3)c(-c3ccc(F)cc3)n2)cc1 (centres undefined)
-10,21,CCOC(=O)CN1N=C(/C=C/c2ccc(C(C)C)cc2)CCC1=O
-13,21,CCOC(=O)C1(Cc2cccc(OC)c2)CCCN(C(=O)c2ccccc2C)C1 (centres undefined)
-19,-2,COc1ccc(NC(=O)COC(=O)c2ccc(-n3cnnn3)cc2)c([N+](=O)[O-])c1
-26,14,Cc1cc(C)nc(N/N=C/c2cccc(Cl)c2)n1
0,15,COc1ccc(Nc2cc(C)nc(N)n2)cc1
-13,4,O=C(NC1CCCCC1)C(c1c(F)cccc1Cl)N(C(=O)c1csnn1)C1CC1 (centres undefined)
-17,22,CC(Sc1ccccc1)C(=O)NN=C1CCCC1 (centres undefined)
-19,7,COc1cccc(C(=O)N(C)CC(=O)Nc2cccc3ccccc23)c1
-33,4,COc1ccc2[nH]c(=O)c(CN(C(=O)c3cccnc3)c3ccccc3C)cc2c1
-5,30,CSc1ccc(CN(C)C(=O)c2ccc(S(=O)(=O)Nc3ccccc3)cc2)cc1
-11,7,Cc1ccc(NS(=O)(=O)c2ccc(Cl)s2)nc1
-1,6,COc1ccc(CN2CCNC(=O)C2CC(=O)N(Cc2nccn2C)C(C)C)c(OC)c1 (centres undefined)
-15,18,Cc1c(Cc2ccccc2)c(=O)oc2cc(O)ccc12

Taken from above.
Entry for O=C(NCc1ccccc1)c1cnc(Cl)c(Cl)c1 in OX1R antag-2: 12
Entry for Cc1ccc(-n2cc(CNC(C)Cn3cncn3)c(-c3ccc(F)cc3)n2)cc1 (centres undefined) in OX1R antag-2: 25

The main list resumes; the five compounds before the break are reprinted first.
OX1R antag-1,OX1R antag-2,SMILES
-33,4,COc1ccc2[nH]c(=O)c(CN(C(=O)c3cccnc3)c3ccccc3C)cc2c1
-5,30,CSc1ccc(CN(C)C(=O)c2ccc(S(=O)(=O)Nc3ccccc3)cc2)cc1
-11,7,Cc1ccc(NS(=O)(=O)c2ccc(Cl)s2)nc1
-1,6,COc1ccc(CN2CCNC(=O)C2CC(=O)N(Cc2nccn2C)C(C)C)c(OC)c1 (centres undefined)
-15,18,Cc1c(Cc2ccccc2)c(=O)oc2cc(O)ccc12
-15,18,CC/C(Cc1ccccc1)=N\NC(=O)c1cc(C)oc1C
-11,17,Cc1c(C#N)c2ccccc2n1CC(=O)NC(C)c1ccccc1 (centres undefined)
-24,-4,CCOCCn1c(SCc2cccc(C)c2)nc2c1c(=O)[nH]c(=O)n2C
-2,7,CN(C(=O)C1CCN(S(=O)(=O)c2ccccc2[N+](=O)[O-])CC1)C1CCCCC1
-24,8,O=S(=O)(c1ccc(Br)cc1)c1nc(-c2ccco2)oc1NCC1CCCO1 (centres undefined)
7,59*,COc1ccc(/C=N/NC(=O)CCn2c3ccccc3c3ccccc32)cc1OC
-14,4,Cn1c(C(=O)NCc2ccco2)cc2c(=O)[nH]c3ccccc3c21
-17,4,c1ccc(CSc2ncnc3sccc23)cc1
-19,12,Cc1cccc(C)c1N1CCN(c2cc(Cl)nc(N)n2)CC1
-3,6,CCOC(=O)c1c(NC(C)=O)sc2c1CCCNC2=O
-27,8,CC1CCCCN1C(=O)COC(=O)c1n[nH]c2ccccc12 (centres undefined)
-13,12,CN(C)C(=O)CC12CC3CC(C1)CC(CC(=O)N(C)C)(C3)C2
-19,12,O=C(N/C(=C/c1cccc([N+](=O)[O-])c1)C(=O)N1CCOCC1)c1ccc(Br)cc1
-24,23,CCCCC(=O)Nc1nc(C)c(-c2csc(Nc3ccc(Cl)cc3)n2)s1
-4,15,NS(=O)(=O)c1ccc(NC(=S)NC(=O)/C=C/c2ccco2)cc1
-9,7,Cc1ccc(C(NC(=O)N2CCCCC2)=C(Cl)Cl)cc1F
-22,9,O=C(Cc1cccs1)NCCc1ccc(F)cc1
1,2,Cc1nc2ccccc2c(=O)n1Cc1ccco1
-14,22,CCOC(=O)c1cnc2c(ccc3ccccc32)c1NCCO
15,-2,O=C(CCNS(=O)(=O)c1cccc(C(F)(F)F)c1)NC1CC1
-5,8,CC(=O)NC1C(=O)N=C(SCC(=O)Nc2cccc(Cl)c2)NC1=O (centres undefined)

2 entries picked at random from those above, as already listed:
OX1R antag-1,OX1R antag-2,SMILES
-5,8,CC(=O)NC1C(=O)N=C(SCC(=O)Nc2cccc(Cl)c2)NC1=O (centres undefined)
-13,12,CN(C)C(=O)CC12CC3CC(C1)CC(CC(=O)N(C)C)(C3)C2

No enrichment for hits. About 2% of those tested had a hit in this group.
